PMI activator: increases human mannose-6-phosphate isomerase activity; AID 1214; P34949; 190,000 compounds, 0.005% hits; purified human PMI, coupled resazurin fluorescence, 20 min; stronger effect = higher value; 1 = vehicle control, 0 substrate-free wells; activation factor at 20 µM;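 active = activation factor of 2 or more at 20 µM, relative to plate controls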
Target sequence (P34949 whole entry, looked up): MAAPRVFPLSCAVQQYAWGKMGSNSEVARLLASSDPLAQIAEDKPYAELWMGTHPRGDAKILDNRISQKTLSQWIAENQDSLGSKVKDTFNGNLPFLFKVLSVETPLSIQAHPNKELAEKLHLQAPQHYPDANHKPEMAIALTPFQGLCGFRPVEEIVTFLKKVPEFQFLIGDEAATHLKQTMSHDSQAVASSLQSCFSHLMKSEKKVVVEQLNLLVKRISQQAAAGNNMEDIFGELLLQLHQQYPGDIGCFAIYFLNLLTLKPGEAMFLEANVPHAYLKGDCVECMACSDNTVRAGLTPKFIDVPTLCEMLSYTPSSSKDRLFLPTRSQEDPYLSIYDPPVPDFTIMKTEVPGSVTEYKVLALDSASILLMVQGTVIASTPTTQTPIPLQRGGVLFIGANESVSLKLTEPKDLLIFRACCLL
RAM inhibit: yeast RAM network inhibition; S. cerevisiae dse1pr::URA3 reporter, 5-FOA growth OD615, 2 d; analog-sensitive cbk1-as2 kinase mutant strain; inhibition, % at 50 µM; 190,000 compounds, 1.8% hits; AID 868;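 active = inhibition above a set limit, 3 SD over mean compound inhibition, cut at about 8.4% in these data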;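 note: 0% = DMSO-only wells with no growth and 100% = 10 µM 1-NA-PP1 full growth; inhibition rescues growth on 5-FOA so higher OD means more RAM inhibition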
S1P3 antagonist: S1P3 (human) receptor antagonism. 170,000 compounds, 0.27% hits. CHO S1P3 NFAT-BLA reporter, FRET fluorescence, antagonist mode. Q99500. inhibition, % at 4.98 µM;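 active = inhibition above the plate cutoff, the mean inhibition of test wells on that plate plus 3 SD, cut at about 28% in these data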;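 note: cells challenged with S1P at its EC80 of 0.8 µM; blue over green emission ratio from cleaved BLA substrate after 4 h stimulation; 0% = S1P-stimulated wells and 100% = unstimulated DMSO-only wells; some compounds past the cut are filed as inactive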
Target sequence (Q99500 whole entry, looked up): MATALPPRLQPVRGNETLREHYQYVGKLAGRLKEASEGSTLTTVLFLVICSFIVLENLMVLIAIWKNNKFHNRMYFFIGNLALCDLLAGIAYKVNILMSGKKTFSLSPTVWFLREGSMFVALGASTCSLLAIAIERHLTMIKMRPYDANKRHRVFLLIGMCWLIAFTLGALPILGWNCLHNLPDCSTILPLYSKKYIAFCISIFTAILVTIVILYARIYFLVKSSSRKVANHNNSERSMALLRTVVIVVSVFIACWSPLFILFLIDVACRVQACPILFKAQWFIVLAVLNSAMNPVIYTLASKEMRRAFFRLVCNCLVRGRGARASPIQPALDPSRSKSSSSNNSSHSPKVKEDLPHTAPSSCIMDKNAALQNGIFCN
Lmaj promast: Leishmania major promastigote growth inhibition | 200,000 compounds, 9% hits | Leishmania major promastigotes, resazurin fluorescence viability | inhibition, % at 10 µM;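 note: promastigotes grown with compound for 44 hours at 28 °C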
TLR4-MyD88 BLA: TLR4-MyD88 interaction inhibition in cells; O00206+Q99836; HeLa CL3-4 TLR4/MyD88 BLA complementation, FRET ratio; inhibition, % at 8.4 µM; 200,000 compounds, 0.18% hits; in the data active = inhibition above about 25%;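 note: 0% = vehicle and 100% = reference inhibitor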
Diaphorase inh: inhibits diaphorase or chemically oxidizes, flagging diaphorase assay artifacts | inhibition, % at 20 µM | AID 1217 | diaphorase resazurin-to-resorufin fluorescence, NADH, 16 min; bacterial (C. kluyveri) enzyme, not human | 190,000 compounds, 0.69% hits;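 active = primary screen inhibition at 20 µM above a set limit, cut at about 50% in these data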;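 note: plate controls were DMSO with full reaction for no effect and wells lacking NADH for full effect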
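Benchmarks: positive control wells lacking NADH, neutral wells with DMSO only. System: bacterial diaphorase enzyme (C. kluyveri). Input: 0.14 U/mL diaphorase, enzyme working solution. Detection: resorufin fluorescence, excitation 544 nm, emission 590 nm. Times: 16-min room-temperature incubation before reading.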
DTT redox prof: compounds producing H2O2 with reducing agent – biochemical, NIH compound library profiling, artefact control for MLSCN library redox annotation, primary screen; DTT-dependent redox cycling H2O2, phenol red/HRP absorbance; 100% = 100 µM peroxide control, 0% = buffer; activation, % at 10 µM; 200,000 compounds, 0.03% hits; AID 878;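 active = activation of at least 50% relative to the plate's high and low controls in the primary single-dose screen; inactive = activation below 50%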;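 note: compound incubated with DTT at 0.8 mM final as the reducing agent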
Diaph act CS: counter-screen for diaphorase-based assays: diaphorase activators and chemical reducers | AID 1229 | 190,000 compounds, 0.005% hits | Diaphorase/resazurin coupled assay, resorufin fluorescence, 16 min; stronger effect = higher value; 1 = vehicle wells, 0 = NADH-free wells | activation factor at 20 µM;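 active = diaphorase activity raised at least twofold by the compound at 20 µM; inactive = activation factor below 2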
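Material: Purified diaphorase enzyme from Clostridium kluyveri | Buffer or medium: 50 mM HEPES pH 7.4 with 4.542 mM MgCl2, 0.005% Tween 20 | Times: 16 min enzyme reaction, ambient temperature | Signal: Red resorufin fluorescence at 544/590 nm excitation/emission | Measure: Increased resorufin signal from activators or reducing compounds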
PMI act hi M6P: PMI (human) activation, high substrate; coupled PMI enzyme assay, resazurin fluorescence, 20 min; stronger effect = higher value; 1 = untreated enzyme, 0 = substrate-free blank; activation factor at 20 µM; 190,000 compounds, 0.34% hits; AID 1216;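 active = activation factor of 2 or more at 20 µM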
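Test system: human phosphomannose isomerase with PGI, G6PDH, diaphorase coupling enzymes; amount: 15 ng/mL PMI; incubation: enzyme reaction with compound 20 min at room temperature; technique: resorufin fluorescence (Ex 544/Em 590 nm) from resazurin via diaphorase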
Hsp70 activator: transcriptional activators of Hsp70; HeLa Hsp70 promoter luciferase reporter, luminescence; scaled: vehicle 0, proteasome-inhibitor control 100%; activation, % at 10 µM; 200,000 compounds, 0.04% hits; AID 1203;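 active = activation above the mean across all tested compounds plus 3 SD, cutoff set per campaign, cut at about 5.5% in these data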;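 note: 100% = MG132 at 30 µM as the positive control and 0% = DMSO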
G6PDH counter: counter-screen for G6PDH assay hits: L. mesenteroides G6PDH inhibition | inhibition, % at 5 µM | Purified L. mesenteroides G6PDH, diaphorase/resazurin coupled fluorescence, 45 min | 200,000 compounds, 0.12% hits
An asterisk follows results filed as active; · = no result given. Cut-off read from the data, not from the text of the source, unless noted: active = inhibition above about 50%; inactive = the rest.

SMILES	PMI act hi M6P	Diaph act CS	Hsp70 activator	DTT redox prof	S1P3 antagonist	G6PDH counter	PMI activator	TLR4-MyD88 BLA	Lmaj promast	RAM inhibit	Diaphorase inh
CSc1nc(C(=O)N2CCc3c([nH]c4ccccc34)C2c2ccccn2)cs1 (stereo not drawn)	1	1	0.0	0.0	-39	20	1	1	13	2.8	-1
CC(C)c1nc(CNC(=O)c2cc(COc3c(F)cccc3F)on2)cs1	1.1	1	-0.4	-0.9	12	2	0.9	-16	-1	-0.1	2
Cc1cc(C)cc(CC2CC(=O)N(c3ccc(Cl)cn3)C2=O)c1 (stereo not drawn)	1	0.9	-0.1	0.4	·	2	1	-4	-2	0.0	12
O=C(N1CCCCCC1)N1CCN(S(=O)(=O)c2ccccc2)CC1	1	0.8	-0.1	0.4	·	-1	1	-3	5	0.3	18
COC(=O)C(O)(NC(=O)OCc1ccccc1)C(F)(F)F (stereo not drawn)	0.9	0.8	-0.3	-2.3	-27	-3	0.9	4	19	-0.3	17
O=C(O)c1ccccc1C(=O)NNc1ccc(Cl)cc1Cl	2.7*	1	-0.1	-0.3	0	5	1.7	4	-2	0.1	4
Cc1ccc(CN2CCCNC2=O)cc1	1	1	-0.2	1.4	·	-3	1	-8	-2	0.8	3
O=C(NC1CCSC1=O)c1ccc(Cl)cc1 (stereo not drawn)	1.1	1	-0.1	0.4	·	18	1	-3	2	0.0	4
Cc1ccc(N2CC(C(=O)Nc3nccs3)CC2=O)cc1Cl (stereo not drawn)	1	0.9	0.1	0.1	·	6	1	10	-9	0.7	11
O=C1CCCC2(O)C1C(c1cccc(Br)c1)NC(=O)N2Cc1ccccc1 (stereo not drawn)	1.2	1	-0.4	0.6	-15	-2	1.1	-7	2	-0.4	-4
CCCCNC(=O)C1C2C=CC(C2)C1C(=O)O (stereo not drawn)	0.9	0.8	-0.2	-0.3	-3	-7	1	13	-4	1.2	20
O=C(COC(=O)c1cc[n+]([O-])cc1)Nc1ccc([N+](=O)[O-])cc1	1	0.9	0.0	0.1	1	5	1	-5	-6	0.9	14
COc1ccc(NC(=O)COC(=O)CCNS(=O)(=O)c2ccccc2)cc1OC	1	0.9	-0.2	-1.9	-16	-3	1.1	4	0	1.2	13
COc1ccc(-n2c(=O)c3ccccc3n(CC(=O)NC3CCCCC3)c2=O)c(OC)c1	1	0.9	-0.2	0.5	-11	1	1.1	10	-4	4.0	11
N#C/C(=C\c1ccc(-c2ccccc2[N+](=O)[O-])o1)C(=O)N1CCOCC1	0.5	0.7	0.1	-0.5	-3	7	0.9	5	6	6.9	27
O=C(c1cc(-c2ccncc2)nc2ccc(Cl)cc12)N1CCN(C(=O)C2CCCO2)CC1 (stereo not drawn)	0.9	0.9	0.0	1.1	-20	-2	0.9	4	18	0.1	11
CCOc1cc(S(=O)(=O)N2CCC(C(N)=O)CC2)ccc1F	1.1	0.9	-0.1	0.3	·	-1	1	-10	-5	0.8	6
c1ccc(-c2ccc(-c3nc(-c4cccnc4)no3)cc2)cc1	0.9	0.8	0.2	-0.2	9	2	0.9	-6	-9	2.8	21
CC(C)(C)NC(=O)C(c1ccncc1)N(Cc1cccs1)C(=O)Cn1nnc(-c2ccc(F)cc2)n1 (stereo not drawn)	0.9	0.8	-0.1	0.0	·	1	0.9	4	15	0.6	18
C=CCNc1ccc(F)c(F)c1N1CCCCCC1=O	0.9	0.9	0.0	1.7	-14	11	1	-3	3	1.2	15
CSCC[C@H](NC(=O)NCCc1ccc(F)cc1)C(=O)O	0.9	0.7	-0.5	3.3	8	-6	1	4	-2	-0.5	31
CCOC(=O)c1ccc(N=c2sc(C(=O)OC)cc(=O)n2C2CC2)cc1	·	·	-0.2	2.2	-20	·	·	9	11	2.5	·
CCCCC(=O)Nc1nnc(-c2ccco2)o1	1	1	-0.3	-1.4	-5	11	1.1	3	-4	2.4	2
CCOC(=O)Cn1c(CN2CCc3ccccc3C2)nc2c1c(=O)n(C)c(=O)n2C	0.9	0.8	-0.3	0.1	-12	1	0.9	3	-4	1.6	16
CCOc1cc(CNCc2ccncc2)cc(Br)c1OCc1ccc(F)cc1	0.9	0.9	-0.2	-3.1	·	-5	0.9	5	93*	-1.9	13
O=C(O)CSC1CC(=O)N(c2cccc(Cl)c2)C1=O (stereo not drawn)	1.1	1.1	0.3	0.4	-4	-1	1.1	1	9	-0.1	-13
CCOC(=O)c1sc(N=NC2=C(O)CC(C)(C)CC2=O)c(C(=O)OCC)c1C	1.1	1	0.5	-1.6	8	2	1.1	2	-3	0.7	1
CN(C)S(=O)(=O)c1ccc(C(=O)NCc2ccccc2)cc1	0.9	0.8	-0.3	1.6	-22	7	1	0	1	0.3	16
Cc1nn(-c2ccccc2)c(C)c1C(=O)NCc1ccc(F)cc1	1.1	1	0.1	-0.2	-30	1	0.9	-11	4	1.7	3
CCOc1ccccc1NC(=O)NC1CC2CCCC(C1)N2Cc1nnnn1CCc1ccccc1 (stereo not drawn)	0.8	0.8	0.7	0.3	3	4	0.7	-4	8	-0.8	18

Arranged by molecular weight (rising): some entries from above
SMILES	PMI act hi M6P	Diaph act CS	Hsp70 activator	DTT redox prof	S1P3 antagonist	G6PDH counter	PMI activator	TLR4-MyD88 BLA	Lmaj promast	RAM inhibit	Diaphorase inh
CCOC(=O)Cn1c(CN2CCc3ccccc3C2)nc2c1c(=O)n(C)c(=O)n2C	0.9	0.8	-0.3	0.1	-12	1	0.9	3	-4	1.6	16
CCOc1ccccc1NC(=O)NC1CC2CCCC(C1)N2Cc1nnnn1CCc1ccccc1 (stereo not drawn)	0.8	0.8	0.7	0.3	3	4	0.7	-4	8	-0.8	18
CC(C)(C)NC(=O)C(c1ccncc1)N(Cc1cccs1)C(=O)Cn1nnc(-c2ccc(F)cc2)n1 (stereo not drawn)	0.9	0.8	-0.1	0.0	·	1	0.9	4	15	0.6	18

(list continues)
SMILES	PMI act hi M6P	Diaph act CS	Hsp70 activator	DTT redox prof	S1P3 antagonist	G6PDH counter	PMI activator	TLR4-MyD88 BLA	Lmaj promast	RAM inhibit	Diaphorase inh
O=C(c1ccco1)N1CCN(C(=O)N2CCOCC2)CC1	1	1	-0.3	-3.8	-7	12	1	14	-3	0.0	1
O=C(O)CCC(=O)Nc1sc2c(c1C(=O)Nc1cccc3ccccc13)CCCCC2	1.5	0.8	-0.3	-0.6	-20	4	1.3	-8	-4	1.6	21
O=C(c1coc2ccccc2c1=O)N1CCN(c2cccc(C(F)(F)F)c2)CC1	1	0.9	-0.1	2.1	·	3	0.9	-6	-1	1.8	6
CCOC(=O)CNC(=S)N(Cc1ccccc1)Cc1cccnc1	1	0.9	0.1	-0.5	7	11	1.1	-5	15	-1.1	12
COc1ccc(NC(=O)CSc2nnc(N)n2CC(=O)Nc2ccc(OC)cc2)cc1	1.1	0.9	-0.1	0.0	-11	9	1.1	-2	8	4.1	9
CCCC(NC(=O)c1ccco1)c1nc2ccccc2[nH]1 (stereo not drawn)	1.1	0.9	-0.4	0.3	4	-3	1.1	-12	4	0.8	11
COC(=O)c1nnn(-c2nonc2N)c1CSc1ccccn1	0.9	0.8	-0.3	-3.4	22	4	1	11	-7	1.6	16
O=C(c1ccccc1)C1CCN(CC(=O)N2CCN(c3ccccc3)CC2)CC1	1	0.6	-0.1	-0.5	-8	-2	1.1	-12	92*	-0.7	40
NC(=O)c1ccc(C(F)(F)F)n(Cc2ccccc2Cl)c1=O	1	0.9	0.2	3.9	·	10	1	-21	3	5.8	10
CCc1nnc(NC(=O)CN2CCN(c3cccc(OC)c3)CC2)s1	0.7	1	-0.1	0.8	·	4	0.9	4	0	1.4	4
C=C(C)CSc1nc2ccccc2c(=O)n1-c1c(C)n(C)n(-c2ccccc2)c1=O	0.9	0.9	-0.1	0.8	-3	7	1	4	-3	-0.4	5
Cc1ccc(NC(=O)c2cc(C)n(-c3ccccc3)c2C)cc1	0.9	0.9	-0.5	0.4	2	-5	0.9	5	0	3.0	14
CNC(=S)N/N=C(\C)c1cccc(C(F)(F)F)c1	1.1	0.9	0.0	-1.8	-7	3	1	4	-3	0.1	11
COc1ccc(NC(=O)c2ccccc2[N+](=O)[O-])cc1	1.2	0.9	-0.4	0.1	-10	-1	1.1	6	-7	2.0	10
C=C(C)COc1ccc(-c2[nH]ncc2-c2ccccc2OC)c(O)c1	0.9	0.7	-0.5	-1.2	38	4	0.9	10	28	-0.7	34
COc1ccc(CCNC(=O)CN(C)S(=O)(=O)c2ccc(Br)s2)cc1OC	1.1	1	-0.4	-0.4	7	4	1	2	2	3.0	4
Cn1ccnc1SCC(=O)c1ccc([N+](=O)[O-])cc1	1.1	0.9	-0.3	0.5	-25	14	1	-9	14	-0.5	7
COc1ccc(NC(=O)CSc2ccc3ccccc3c2)cc1S(=O)(=O)N1CCCCC1	0.9	0.8	-0.2	1.0	-9	0	0.9	0	19	4.0	23

Not a hit list; about 12% have a hit in one of these screens.
